# PV pol inh = poliovirus RdRp elongation inhibitors, primary screen, biochemical, fluorescence polarization, total intensity; Genome polyprotein (Poliovirus type 1 (strain Mahoney)), P03300; poliovirus polymerase elongation; stronger effect = lower value; % elongation, % (compound at 16.7 µg/mL); 150,000 tested, 0.66% active; AID 588519, 2011; in the data active means % elongation below about 90%; further: some results filed as inactive read as strong as hits
# Target sequence (P03300 1749-2209 limits assumed): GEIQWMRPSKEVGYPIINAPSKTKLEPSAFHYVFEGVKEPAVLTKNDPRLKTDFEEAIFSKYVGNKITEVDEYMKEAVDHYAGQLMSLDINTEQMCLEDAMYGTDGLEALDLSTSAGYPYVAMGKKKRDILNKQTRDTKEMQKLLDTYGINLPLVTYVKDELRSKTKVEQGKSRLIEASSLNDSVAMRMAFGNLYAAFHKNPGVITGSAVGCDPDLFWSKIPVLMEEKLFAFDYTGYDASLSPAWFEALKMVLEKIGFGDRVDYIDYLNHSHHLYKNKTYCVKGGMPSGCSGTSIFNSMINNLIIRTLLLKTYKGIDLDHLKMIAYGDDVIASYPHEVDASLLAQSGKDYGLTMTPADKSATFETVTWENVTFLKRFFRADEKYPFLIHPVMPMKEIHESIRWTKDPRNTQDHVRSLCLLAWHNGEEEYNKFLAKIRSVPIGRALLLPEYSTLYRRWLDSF
# PV pol inh FP z-score = recorded beside PV pol inh, whose call it bears; z-score; measured here: FP z-score; hits read low
# * marks the source's active call; other numbers are inactive results. These rows are one share of the data; count on the stated rates, not on these rows.
SMILES,PV pol inh,PV pol inh FP z-score
CC(C)(C)OC(=O)N1CCC(c2c(C(=O)NCc3ccc4c(c3)OCO4)cnn2-c2ccccc2Cl)CC1,110,0.9
FC(F)(F)c1cccc(-n2c(-c3ccco3)n[nH]c2=S)c1,101,-0.1
CCn1cc(C(=O)OCC(=O)Nc2ccc(C)c(Cl)c2)c(=O)c2ccc(C)nc21,107,0.2
Cc1ccc(N2CCN(C(=O)c3nn(C)c4c3CS(=O)(=O)c3ccccc3-4)CC2C)cc1 (stereo unspecified),110,0.8
C=CCSc1nnc(-c2ccc(C)cc2)o1,104,0.9
Cc1cccc(OCCCC(=O)N2CCCCCC2)c1C,100,0.1
Cn1cc2c(n1)-c1cc(Cl)ccc1SC2,102,0
Cc1cc(Cl)ccc1OCCCC(N)=O,103,0.8
CSc1sc(C(=O)Nc2cccc(Cl)c2)c(-c2cccs2)c1C#N,107,0.5
O=C(OCCOc1ccccc1)c1cc2c(s1)CCC2,96,-0.8
COc1cc(/C=N/n2cc(-c3ccccc3)[nH]c2=S)cc(OC)c1OC(C)=O,108,0.7
CCN(CC)c1ccc(N=Cc2ccc(O)cc2)cc1,106,1.3
CCCNC(=O)CSc1nc(-c2ccccc2)cc(C(F)(F)F)n1,101,-0.3
CN(C)c1ccc(CNC(=O)CN2CCSc3ccc(S(=O)(=O)N(C)C)cc32)cc1,108,0.4
Cc1ccc(NC(=O)[C@H]2O[C@@H]3OC(C)(C)O[C@@H]3[C@H]3OC(C)(C)O[C@H]32)cc1F,108,0.2
COc1ccc2nc(NC(=O)c3ccccc3C)sc2c1,101,-0.4
COc1ccccc1OCC(O)CN1CCOCC1 (stereo unspecified),103,0.2
O=C(c1ccccc1)N(c1ccc2oc(=O)sc2c1)S(=O)(=O)c1ccccc1,98,-0.7
CCC(=O)Nc1cc(-c2nn(C)c(=O)c3ccccc23)ccc1N1CCCCC1,102,0.2
CC(=O)N1CCN(CC(=O)NCCc2ccc(Cl)cc2)CC1,95,-1.6
O=C(O)Cc1ccc(NC(=S)Nc2ccc3c(c2)OCO3)cc1,101,0.2
COC(=O)c1c(NC(=O)c2cccs2)sc2c1C(C(=O)OC)CC2 (stereo unspecified),99,-0.7
COc1ccc(CN(C)C(=O)c2cccc(N(C)C)c2)cc1,102,0.1
Cc1sc(N)c(C#N)c1-c1ccc(Cl)cc1Cl,108,0.6
COc1ccccc1NS(=O)(=O)c1cccc(Cl)c1,104,0.3
COc1ccccc1Nc1ncc2c(n1)CCN(Cc1cc(F)cc(F)c1)C2,106,0
Cc1oc2ncn(CC(C)C)c(=O)c2c1C(=O)NC(C)c1ccccc1 (stereo unspecified),105,-0.3
CNC(=O)[C@H]1O[C@@H](n2cnc3c(NCc4cccc(I)c4)ncnc32)C(O)[C@H]1O (stereo partly specified),100,0
Cc1ccc2ncc(C(=O)N3c4ccccc4CC3C)c(=O)n2c1 (stereo unspecified),102,-0.3
CCc1ccc(NC(=O)CC2C(=O)NCCN2C(=O)c2ccc(F)cc2)cc1 (stereo unspecified),109,1.3
Cc1nn(C(=O)CCC(=O)N2CCc3ccccc32)c2ccccc12,103,0.6
COc1ccc(-c2nn(CCC#N)cc2C#N)cc1,101,-0.3
CSc1ncc(C(=O)Nc2ccc(Cl)cc2C(=O)c2ccccc2)c(C)n1,109,0.5
COc1ccc(-c2cc(C(=O)N(C)c3ccccc3)no2)cc1,102,0.2
CN(C(=O)c1ccc2c(Cl)c3c(nc2c1)CCC3)c1ccccc1Cl,100,-0.2
COc1cccc(N2CCN(C(=O)c3ccc4c(Cl)c5c(nc4c3)CCCC5)CC2)c1,108,0.5
CC(=O)N1CCc2c(sc3c2c(=O)n(CCc2ccccc2)c(=O)n3Cc2ccc(F)cc2)C1,106,0.3
O=C(c1cccs1)c1coc2ccc(O)c(CN3CCOCC3)c12,100,-0.2
COc1ccc(C(=O)CSc2nc(C)cc(C)c2C(=O)Nc2ccccc2C)cc1,111,1.1
COc1cccc(CNC(=O)C(C)n2ncn3cccc3c2=O)c1OC (stereo unspecified),112,0.2
COCC(=O)N1N=C(c2cccc(NS(C)(=O)=O)c2)CC1c1ccccc1C (stereo unspecified),101,-0.6
COc1ccc(O)c(/C=N/c2nc3ccccc3s2)c1,101,0.2
COc1ccc(C2c3cccn3CCN2C(=O)Nc2cccs2)cc1OC (stereo unspecified),106,0.3
CN(C(=O)COc1ncnc2ccccc12)c1ccccc1,103,0.8
CC(=C1C(=O)c2ccccc2C1=O)N1CCc2ccccc2C1,89*,-2.7*
CCCNC(=O)N1CC(O)CC1C(N)=O (stereo unspecified),98,-0.4
O=C(CN1C2=NCCN2c2ccccc21)c1ccco1,101,-0.5
CC(C)Oc1ccc(CNC(=O)C2CCN(C(=O)N3CCOc4ccc(Cl)cc43)CC2)cc1,109,0.5
CC(Oc1cccc(Cl)c1)C(=O)N(C)Cc1nc(-c2ccccc2)no1 (stereo unspecified),102,-0.1
CCOC(=O)c1ccccc1NC(=O)Cn1c(=O)n(-c2cc(C)cc(C)c2)c(=O)c2sccc21,102,0.5
O=C(CSc1nnc(-c2cccs2)o1)N1c2ccccc2OCC1c1ccccc1 (stereo unspecified),109,0
Cc1ccc(CNC(=O)c2cc3sccc3n2Cc2ccc(F)cc2)cc1,102,-0.9
COc1ccc(C2CC(=O)N3C(=C2C#N)SCC3(O)c2ccccc2)cc1 (stereo unspecified),99,-0.1
COc1ccc(S(=O)(=O)Nc2cccc(-c3ccc(N4CCC(C)CC4)nn3)c2)cc1OC,114,1.7
Cc1nn(C(C)(C)C)c(OC(=O)c2cccs2)c1Sc1ccccc1,100,0.1
CCn1c(=O)n(CC)c2cc(N3CCCCC3)c(NC(=O)Nc3cc(Cl)ccc3OC)cc21,102,-0.8
Cc1cc(NC(=O)/C(C#N)=C/c2ccc(Cl)cc2)n(-c2ccccc2)n1,100,0
CCC(C(=O)NCCCN(CC)CC)n1ncn2c(cc3occc32)c1=O (stereo unspecified),110,-0.1
Cc1c(C(=O)NC2CCCCC2)c(C)n2cnn(CC(=O)NCCCN3CC(C)CC(C)C3)c(=O)c12 (stereo unspecified),101,-0.8
CC1CCCN(S(=O)(=O)c2ccc(NC(=O)CSc3nc4ccccc4o3)cc2)C1 (stereo unspecified),103,0.3

# 15 entries already listed, sorted by number of heavy atoms, rising:
SMILES,PV pol inh,PV pol inh FP z-score
CCCNC(=O)N1CC(O)CC1C(N)=O (stereo unspecified),98,-0.4
COc1ccc(-c2nn(CCC#N)cc2C#N)cc1,101,-0.3
O=C(OCCOc1ccccc1)c1cc2c(s1)CCC2,96,-0.8
FC(F)(F)c1cccc(-n2c(-c3ccco3)n[nH]c2=S)c1,101,-0.1
COc1ccc(CN(C)C(=O)c2cccc(N(C)C)c2)cc1,102,0.1
COc1ccc(-c2cc(C(=O)N(C)c3ccccc3)no2)cc1,102,0.2
CCCNC(=O)CSc1nc(-c2ccccc2)cc(C(F)(F)F)n1,101,-0.3
CN(C(=O)c1ccc2c(Cl)c3c(nc2c1)CCC3)c1ccccc1Cl,100,-0.2
Cc1cc(NC(=O)/C(C#N)=C/c2ccc(Cl)cc2)n(-c2ccccc2)n1,100,0
Cc1ccc(CNC(=O)c2cc3sccc3n2Cc2ccc(F)cc2)cc1,102,-0.9
O=C(c1ccccc1)N(c1ccc2oc(=O)sc2c1)S(=O)(=O)c1ccccc1,98,-0.7
CNC(=O)[C@H]1O[C@@H](n2cnc3c(NCc4cccc(I)c4)ncnc32)C(O)[C@H]1O (stereo partly specified),100,0
COc1ccc(C(=O)CSc2nc(C)cc(C)c2C(=O)Nc2ccccc2C)cc1,111,1.1
CC(=O)N1CCc2c(sc3c2c(=O)n(CCc2ccccc2)c(=O)n3Cc2ccc(F)cc2)C1,106,0.3
Cc1c(C(=O)NC2CCCCC2)c(C)n2cnn(CC(=O)NCCCN3CC(C)CC(C)C3)c(=O)c12 (stereo unspecified),101,-0.8

# The list continues.
SMILES,PV pol inh,PV pol inh FP z-score
O=C(NC(=O)c1ccccc1O)c1ccc(F)cc1,99,-0.2
Cc1cc(C)c2c(c1)C(=O)CCC2,98,-0.3
COc1ccc(C2C3=C(Nc4ncnn42)c2ccccc2CCC3)cc1 (stereo unspecified),99,-0.3
CCc1ccc(NC2c3ccccc3C(=O)N2c2ccccc2C)cc1 (stereo unspecified),99,-1.3
Nc1nc(SCc2nc(-c3ccccc3)no2)n[nH]1,109,1.2
CN(C)Cc1ccc(C#N)cc1,103,0.1
CN(C)c1cccc(C(=O)OCC(=O)C(C)(C)C)c1,97,-0.8
CCOc1cc(C(=O)Nc2ccc3nc(N4CCN(C)CC4)cc(C)c3c2)cc(OCC)c1OCC,99,-1.9
Cc1ccc(NC(=O)CCC(=O)N2Cc3ccccc3Oc3ncccc32)cc1,109,0.3
Cn1ncc(I)c1C(=O)N1CCc2ccccc2C1,101,-0.1
O=c1[nH]c2ccccc2c(=O)n1NC(=S)NC1CC2CCC1C2 (stereo unspecified),98,-0.8
CC1=CC(C)(C)N(CN2C(=O)c3ccccc3C2=O)c2cc(C)ccc21,101,0.2
CC(O)CNc1ncnc2sccc12 (stereo unspecified),110,1.5
CCc1ccc(S(=O)(=O)c2nnn3c2nc(NCCC(C)C)c2cc(Cl)ccc23)cc1,102,-0.7
CC1CCCC(C)N1/N=C/c1ccccc1F (stereo unspecified),94,-0.9
COc1ccc(-c2onc(C)c2C)cc1S(=O)(=O)NCc1ccc(C)o1,100,-1.5
COc1ccc(S(=O)(=O)N(C)c2ccc(C(N)=O)cc2)cc1OC,101,-0.6
CCCCc1c(C)nc2c(-c3ccc(OC)cc3)c(C)[nH]n2c1=O,106,0.3
CC(NC(=O)c1ccc(CSc2nc3ccncc3n2Cc2ccc(F)cc2)cc1)c1ccccc1 (stereo unspecified),106,-0.2
O=C(Cn1cc(SCc2ccccc2F)c2ccccc21)N1CCCC1,119,0.5
CCCCn1c(SCC(=O)NCc2ccc(C)cc2)nc2ccc(N3CCOCC3)cc2c1=O,101,-0.1
Cc1nc2ccccc2n1CCc1nc2c3ccccc3nc(SCC(=O)Nc3ccc(C(C)C)cc3)n2n1,104,-0.4
COCCN(Cc1cccs1)S(=O)(=O)c1cc(-c2cc(C)no2)ccc1C,102,-1.1
Cc1nc2ccccc2nc1N=C(N)NC(=O)c1ccccc1,103,0.2
CCn1c(CNC(=O)c2ccc(OC)cc2)nnc1SCC(=O)Nc1ccc(C)cc1,106,0.3
O=C(O)CC1(CC(=O)Nc2nccs2)CCCC1,104,-0.1
CCCNc1ncnc2c1c(-c1ccccc1)cn2-c1ccc(OC)cc1,102,0.3
COc1ccccc1/C=C1\C(=O)NC(=O)N(C2CCCC2)C1=O,105,1.1
CN(C)c1nccc(N(Cc2ccccc2)Cc2ccccc2)c1C#N,101,-0.1
CCc1ccccc1NS(=O)(=O)c1ccc2c(c1)CC(=O)N2,99,-1
CCCCOc1ccc(C2=NC(c3ccncc3)=Nc3ccc(OCC)cc3N2)cc1,114,1.3
Cc1[nH]c2ccccc2c1/C=N/NC(=O)Cc1nc2sc(C)c(C)c2c(=O)[nH]1,138,3.6
O=C(Nc1ccc(S(=O)(=O)Nc2nccs2)cc1)C1CCCO1 (stereo unspecified),108,0.6
Oc1ccc(C=NCC2COc3ccccc3O2)cc1 (stereo unspecified),102,0.2
Cn1c(=O)c2cn(C(C)(C)C)cc2n(C)c1=O,100,-0.5
COc1ccc2nc(C)cc(NCCN3CCOCC3)c2c1,91,-1.3
O=C1NC2CCCCC2NC1CC(=O)N1CCN(Cc2ccccc2)CC1 (stereo unspecified),100,-0.3
Cc1ccc(C(=O)NCc2ccco2)o1,101,0.1
Cc1[nH]c(=S)n(C2CCCCC2)c1C,101,-0.3
OC1CCN(C(=S)NC2CCCC2)CC1,102,0.6
COc1ccc(N2C(=O)CSC23C(=O)N(CC(=O)NC2CCCCC2)c2ccccc23)cc1 (stereo unspecified),115,0.9
COc1ccc(C)cc1NC(=O)Nc1cccc(OCc2cc(=O)n3ccc(C)cc3n2)c1,104,-0.4
CCCn1c(=NC(=O)c2c(-c3c(F)cccc3Cl)noc2C)c(C(=O)OCC)cc2c(=O)n3ccccc3nc21,98,-2.1
Cc1ccc(C)c(-c2nnc(NC(=O)/C=C/c3cccs3)o2)c1,99,-1.3
CCN(CC)C(=O)c1sc(NC(=S)N(C)Cc2cn(CC)nc2C)c(C(=O)OC)c1C,100,-0.3
CN(C)c1ccc(C(=O)c2ccccc2)cc1,100,-0.1
C/C(CCc1ccc2c(c1)OCO2)=N\NC=O,100,-0.1
Brc1cc2c(cc1CSc1nnc(C3CC3)n1C1CC1)OCCO2,103,0
COCCn1c(CCC(=O)Nc2ccc(C)c(Cl)c2)nc2cccnc21,106,0
CCCCCn1c(CCCNC(=O)c2ccc(Cl)cc2)nc2ccccc21,104,-0.5
Cn1cccc1C(=O)OCC(=O)Nc1cc(C(C)(C)C)nn1-c1ccccc1,104,0.4
CC(SC1=N/C(=C\c2ccco2)C(=O)N1c1ccc(OC(F)F)cc1)C(=O)N1CCc2ccccc21 (stereo unspecified),107,0.5
COc1cccc(NC(=O)c2oc3ccccc3c2NC(=O)C2CCCCC2)c1,100,-1.2
COC(=O)COc1ccc(-c2nnc(Nc3ccc(O)cc3)c3ccccc23)cc1,106,-0.8
O=C1c2ccccc2C(=O)N1CN(CN1C(=O)c2ccccc2C1=O)C1CC1,100,0
O=C(Cn1ncc2c3ccccc3n(Cc3ccccc3)c2c1=O)NCCc1ccc(Cl)cc1,111,0.3
Cc1ccc(C)c(Nc2nn3c(=O)c4ccc(C(=O)NC5CCCCC5)cc4nc3s2)c1,103,-0.7
COc1cccc(/C=N/c2nc3ccccc3n2C)c1O,101,-0.2
Cc1ccc(C)c(N2N=C(C(=O)OCN3C(=O)c4ccccc4C3=O)CCC2=O)c1,103,0.1
COc1ccc(NC(=O)Nc2ccc(OC)c(OC)c2)cc1OC,100,-0.1
COC(=O)c1cc(S(=O)(=O)N(C)C2CCCCC2)oc1C,107,0.3
O=C(CN1C(=O)CCCc2ccccc21)N1CCCCC1,102,0.1

# Compound activity (PubChem BioAssay)
